# TAAR1 antag: antagonists of human TAAR1; Q96RJ0; CHO RD-HGA16 TAAR1, Fluo-8 calcium fluorescence, antagonist; inhibition, % at 3 µM; hit rate 1.5% among 360,000; AID 624466;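 active = inhibition above a per-plate cutoff, the mean inhibition of test compounds on that plate plus 3 SD, cut at about 49% in these data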;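 note: 0% = DMSO plus EC80 beta-PEA response and 100% = DMSO alone without agonist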
#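 test system = CHO RD-HGA16 cells bearing hTAAR1 | replication = singlicate | controls = DMSO-only wells and EC80 β-PEA-stimulated wells | reagent = EC80 β-phenethylamine stimulus | read-out basis = percent inhibition of PEA-evoked calcium signal, max/basal emission ratio | schedule = seeding 17-24 h prior, 75-min 37 °C, 30-min RT dye loading | signal = kinetic Fluo-8 calcium fluorescence measurement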
# M1 PAM parental: counter-screen for M1 PAMs: effect in parental CHO-K1 cells; ATP EC20, Fluo-8 calcium fluorescence; 0% at ATP EC20, 100% at ATP max; activation, % at 3 µM; hit rate 0.02% among 360,000; AID 602247;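 active = activation above the run cutoff, the mean activation of all test compounds plus 3 SD, cut at about 40% in these data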;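 note: peak over basal fluorescence ratio in a 140 s read after ATP addition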
# CRFBP-R2 agonist: CRF-BP/CRF-R2 complex agonism | hit rate 0.46% among 350,000 | activation, % at 13.2 µM | AID 588473 | HEK293 CRF-R2/CRF-BP, calcium dye fluorescence (FLIPR); percent of saturating CRF peptide response;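 active = activation of at least 50%, plus an integration ratio under a set limit after plate pattern correction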;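 note: plate controls were neutral control wells without compound for no effect and CRF at EC100 for full effect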
# TAAR1 agonist: agonists of human TAAR1 | Q96RJ0 | CHO RD-HGA16 TAAR1, Fluo-8 calcium fluorescence; vehicle wells 0%, saturating PEA agonist 100% | activation, % at 3 µM | hit rate 0.99% among 360,000 | AID 624467;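 active = activation above the mean activation of all test compounds in the run plus 3 SD, cut at about 38% in these data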
#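 System: CHO-derived RD-HGA16 cells with stable Gα16 and human TAAR1. Times: 17-24 h plating, Fluo-8 75 min 37 °C, 30 min RT. Measured by: calcium-sensitive Fluo-8 signal, excitation 470-495, emission 515-575 nm. Read-out basis: % activation relative to PEA EC100 response. Control set: DMSO and PEA EC100. Repeats: no replicates (n 1).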
# CRFR2-BP antag: antagonists of CRF-binding protein/CRF-R2 receptor complex; HEK293 CRF-R2/CRF-BP, CRF-induced calcium fluorescence; inhibition, % at 11.8 µM; hit rate 0.59% among 350,000;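 active = inhibition of the ligand-induced calcium signal above about 50% at the single tested concentration, limit read from the data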
# CHRM5 antagonist: CHRM5 antagonism in calcium assay; P08912; CHO-hM5 cells, Fluo-8 calcium fluorescence, ACh EC80; inhibition, % at 3 µM; hit rate 0.59% among 360,000; AID 624040;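 active = inhibition above a per-plate cutoff, the mean of that plate's test compounds plus 3 SD, cut at about 27% in these data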;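 note: 0% = acetylcholine EC80 with DMSO and 100% = DMSO without agonist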
# M5 PAM: positive allosteric modulators of human muscarinic M5 receptor | CHO-K1 hM5, Fluo-8 calcium, ACh EC20 PAM; 0% = ACh EC20, 100% = ACh EC100 | activation, % at 3 µM | hit rate 0.3% among 360,000 | AID 624038;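 active = activation above the run cutoff, the mean activation of all test compounds plus 3 SD, cut at about 18% in these data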
#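 System – CHO-K1 hM5 cells · Compound – 3 µM, single dose · Incubation – compound preincubation 140 s before EC20 acetylcholine addition · Technique – Fluo-8 calcium fluorescence · Measure – Max/basal fluorescence ratio as % of EC20–EC100 ACh window · Benchmarks – low control EC20 acetylcholine (0%), high control EC100 acetylcholine (100%) · Replication – singlicate, one well per test compound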
# CHRM5 agonist: CHRM5 agonism in calcium assay; activation, % at 3 µM; CHO-K1 hM5 cells, Fluo-8 calcium fluorescence; 0% DMSO wells, 100% maximal acetylcholine response; hit rate 0.19% among 360,000;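 active = activation above the run's mean over test compounds plus 3 SD, cut at about 23% in these data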;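 note: signal is peak over basal fluorescence ratio across the kinetic read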
# M4 PAM: positive allosteric modulators of human muscarinic M4 receptor; activation, % at 3 µM; P08173; CHO-K1 hM4/Gqi5, Fluo-8 calcium fluorescence, ACh EC20; 0% = ACh EC20, 100% = maximal ACh; AID 624126; hit rate 0.4% among 360,000;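 active = activation above its plate's cutoff, the mean activation of sample wells plus 3 SD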; note: some results filed as inactive read as strong as hits
# Active calls of the source: *; · = no result given.
SMILES,TAAR1 antag,M1 PAM parental,CRFBP-R2 agonist,TAAR1 agonist,CRFR2-BP antag,CHRM5 antagonist,M5 PAM,CHRM5 agonist,M4 PAM
COc1cc2c(cc1OC)CN(C1CCC(C(C)(C)C)CC1)CC2 (stereo not drawn),8.6,14.2,-0.5,11.2,14.6,8.8,-2.4,-11.2,-14.8
CCOc1ccccc1N1CC(C(=O)Nc2cc(Cl)ccc2C)CC1=O (stereo not drawn),-4.6,13.3,1.5,2.1,-3.2,17.7,-5.7,-2.6,3.0
CCc1ccc(NC(=S)NCc2ccccc2)cc1,-20.2,17.7,-3.5,1.1,10.1,5.7,1.4,-4.5,-2.0
Cc1nc2cc(C(=O)OCC(=O)Nc3ccc(C#N)cc3)ccc2n1-c1ccccc1,-0.6,10.7,3.2,4.0,28.5,13.5,-6.1,-3.7,-0.8
Cc1ccccc1NC(=O)Cc1nc(COC(=O)c2cccc(O)c2)cs1,19.4,10.4,-0.5,5.8,1.3,2.9,-8.4,3.3,0.2
O=C(CCc1ccccc1)Nc1ccc(NC(=O)C2CC2)nc1,-14.7,18.1,-3.9,4.9,1.9,-1.6,4.0,4.5,-0.2
CCc1noc(C)c1C(=O)N1CCN(S(=O)(=O)c2ccc(C(C)=O)cc2)CC1,7.6,-2.3,-0.4,0.1,-2.4,5.3,0.3,-1.3,6.7
O=[N+]([O-])c1ccc2c(c1Nc1ccccc1Cl)=NC1(CCCCC1)N=2,-15.6,28.1,-3.5,1.5,-17.3,6.0,-5.4,-3.6,0.0
CCCOc1ccccc1NC(=O)c1ccc([N+](=O)[O-])cc1,-5.8,5.8,0.8,12.6,-8.7,-0.6,3.4,-0.4,4.9
CCC(C)(C)C1CCC2(CC1)NC(CO)(CO)CO2 (stereo not drawn),12.1,7.8,-1.4,6.1,6.3,0.8,-6.3,2.2,13.6
O=C(NCc1ccccn1)c1nc(Cn2ccc([N+](=O)[O-])n2)no1,-16.8,-12.3,-0.1,4.0,0.9,5.8,-4.1,-1.6,-8.4
Fc1ccccc1NC(=S)Nc1cccnc1,-0.5,12.6,-2.0,0.9,-9.6,-6.2,4.3,2.8,0.6
CC(=O)NCCC(=O)Nc1nc(-c2ccc3c(c2)OCCO3)cs1,-20.0,0.4,0.9,0.7,-8.0,10.2,2.1,0.4,-0.4
O=C(CCC1CCN(C(=O)c2cc(C(F)(F)F)ccc2Cl)CC1)NC1CC1,-10.9,-15.3,0.5,4.4,-14.5,20.1,-0.1,-2.9,2.2
CN(CC(=O)N1CCCCC1)S(=O)(=O)c1cccc2nsnc12,-11.9,-15.2,0.6,0.6,-11.6,-0.7,5.6,-4.7,6.0
CCOc1ncccc1C(=O)OCc1ccc(C(=O)OC)cc1,13.9,1.8,-1.0,5.7,8.2,-3.5,2.4,-2.7,-0.5
O=C1NC[C@H](c2ccccc2)OC(=O)[C@H](Cc2ccc(F)cc2)CC/C=C/C[C@@H]1CC(=O)N(CCO)Cc1ccccc1,57.2*,10.5,1.9,18.3,-1.1,14.3,-27.5,-1.0,-10.1
CN1CCN(C(=S)NC(=O)c2cccc(S(=O)(=O)N(C)C)c2)CC1,-4.4,-23.0,0.7,0.9,-24.8,11.7,0.8,4.5,0.5
Cc1ccc(-n2c3c(cc(C(=O)N4CCN(C)CC4)c2=O)C(=O)CC(C)(C)C3)cc1,-3.3,-0.8,-1.6,7.1,-1.0,-3.3,-1.6,-1.8,8.8
COc1ccc(CCNCCN2CCOCC2)cc1,-6.1,1.9,-0.6,1.3,7.3,13.5,0.1,-5.3,-0.7
CCC(C)N(C(=O)COc1ccc(NC(C)=O)cc1)C1CCS(=O)(=O)C1 (stereo not drawn),-20.4,12.5,0.0,4.0,-9.9,5.9,-2.2,-1.8,0.9
COc1ccc(Nc2ccnc3ccccc23)cc1,0.4,9.7,3.2,8.5,-12.8,-3.6,-5.2,-4.0,1.9
CC1(C)Cc2c(cnn2-c2ccccc2)C(=O)/C1=N\NC(=O)c1ccccc1O,36.2,8.0,2.6,8.2,1.0,2.9,-1.8,1.0,10.1
COC(=O)/C(=C/c1ccco1)NC(=O)c1ccccc1,-4.9,2.9,1.3,1.9,-12.2,8.2,-1.6,-1.9,9.6
COc1ccc(C2=NC(CO)(CO)CO2)cc1,3.1,7.4,-0.5,6.5,17.2,-18.0,1.7,1.2,3.3

# Reformatted with bars between the fields: 5 of the compounds above.
Molecule | TAAR1 antag | M1 PAM parental | CRFBP-R2 agonist | TAAR1 agonist | CRFR2-BP antag | CHRM5 antagonist | M5 PAM | CHRM5 agonist | M4 PAM
CC(=O)NCCC(=O)Nc1nc(-c2ccc3c(c2)OCCO3)cs1 | -20.0 | 0.4 | 0.9 | 0.7 | -8.0 | 10.2 | 2.1 | 0.4 | -0.4
O=C(NCc1ccccn1)c1nc(Cn2ccc([N+](=O)[O-])n2)no1 | -16.8 | -12.3 | -0.1 | 4.0 | 0.9 | 5.8 | -4.1 | -1.6 | -8.4
COc1ccc(CCNCCN2CCOCC2)cc1 | -6.1 | 1.9 | -0.6 | 1.3 | 7.3 | 13.5 | 0.1 | -5.3 | -0.7
Cc1ccccc1NC(=O)Cc1nc(COC(=O)c2cccc(O)c2)cs1 | 19.4 | 10.4 | -0.5 | 5.8 | 1.3 | 2.9 | -8.4 | 3.3 | 0.2
O=[N+]([O-])c1ccc2c(c1Nc1ccccc1Cl)=NC1(CCCCC1)N=2 | -15.6 | 28.1 | -3.5 | 1.5 | -17.3 | 6.0 | -5.4 | -3.6 | 0.0

# More records:
SMILES,TAAR1 antag,M1 PAM parental,CRFBP-R2 agonist,TAAR1 agonist,CRFR2-BP antag,CHRM5 antagonist,M5 PAM,CHRM5 agonist,M4 PAM
CC1=CC(=O)C(C(C)C)=CC1=NC(=O)c1ccc(C)cc1,-4.3,9.1,0.0,-2.0,-5.3,1.5,0.9,-0.1,-10.7
COC(=O)C1=C(N)OC2=C(C(=O)CCC2)C1c1ccc2c(c1)OCO2 (stereo not drawn),-5.1,7.7,-2.9,0.4,12.0,2.4,-5.6,-6.4,-0.9
CC1CC(C)(C)CC2(C1)NC(=O)N(CC(=O)NCCc1ccc3c(c1)OCCO3)C2=O (stereo not drawn),13.9,20.5,-0.4,13.9,5.4,1.6,1.2,-1.9,5.9
Cc1nc2nc(C)c(CCC(=O)NCc3ccc4c(c3)OCO4)c(C)n2n1,-1.5,19.0,-0.6,1.7,8.4,-0.7,2.4,2.9,7.0
COc1ccc(-c2ncc3ccccn23)cc1OC,0.0,22.9,2.5,6.4,3.4,-1.4,-0.5,-0.8,4.1
CCOc1ncccc1C(=O)N1CCN(S(=O)(=O)c2ccc(Br)cc2Cl)CC1,-16.8,5.5,-0.5,1.6,7.1,-1.0,6.9,-5.1,3.6
Cc1nc(Sc2nnnn2-c2ccccc2)c(C#N)c(C)c1C,-0.9,14.8,-4.6,-1.4,-9.5,-7.1,-2.4,1.4,4.0
CS(=O)(=O)NCCSc1nnnn1-c1ccccc1,6.1,6.5,0.7,6.9,-5.3,-2.4,0.1,-1.3,-3.4
COc1cc(C(=O)NCC(=O)Nc2c(C)cccc2C)ccc1OCC(=O)N1CCOCC1,7.9,-10.3,0.5,0.2,-0.8,0.8,6.8,6.3,1.4
CCN(CCCNC(=O)CSc1cc(=O)n(C)c2cc(Cl)ccc12)Cc1ccccc1,-18.8,14.1,0.8,0.9,0.5,0.4,-2.7,-9.1,-14.5
O=C1CSC(c2cccc(F)c2)N1c1ccccc1 (stereo not drawn),-11.8,-0.3,-0.2,-2.3,12.4,-3.9,0.0,-7.1,1.4
Cc1cc(C)nc(NC(=O)/C=C/c2cccs2)c1,-21.0,15.3,0.6,-0.3,5.1,-4.7,1.1,-1.1,1.1
CCN(c1ccc2c(c1)OCO2)S(=O)(=O)c1cc2c(cc1Br)CCN2C(=O)C1CC1,-7.6,15.8,3.9,1.7,27.2,6.8,-11.6,-3.1,5.2
CCc1ccccc1NC(=O)C1CC(c2ccc(OC)cc2)=NO1 (stereo not drawn),102.6*,-9.8,1.1,-1.9,0.4,-4.9,0.2,-0.5,4.0
Cc1c(Cl)cccc1NC(=O)CNC(=O)Cc1c[nH]c2ccccc12,5.4,14.9,-0.4,3.2,5.0,7.2,11.2,1.5,2.3
O=C(O)c1cccc2cccc(-c3c4ccc(=O)c(O)c-4oc4c(O)c(O)ccc34)c12,-12.2,-11.0,-2.9,0.4,51.2*,5.5,0.6,4.2,2.7
CCN1CCN(CCCNC(=O)c2ccc(NC(=O)C3=CSCCO3)cc2)CC1,-20.2,10.1,0.2,0.8,1.9,-6.9,0.1,-4.3,0.1
COC(=O)[C@H]1C[C@@]2(O)CN(S(=O)(=O)c3ccc(C)cc3)C[C@@]2(OC(=O)NCc2ccccc2F)C[C@H]1C(=O)OC,-14.0,-3.0,-0.7,3.1,-1.6,0.5,-6.8,0.4,8.2
COc1cccc(/C=N/NC(=O)Cn2nc([N+](=O)[O-])cc2C)c1,-4.6,17.6,-2.6,7.8,9.4,-6.5,5.2,-0.3,0.3
Cc1ccc(N(Cc2ccccc2)C(=O)CN2C(=O)NC3(CCCC3)C2=O)cc1,-6.7,-0.9,-1.4,2.1,8.2,-0.7,-0.8,-5.1,1.0
CCCCCC(=O)N1CCN(CCN=CC2=C(O)CC(c3ccco3)CC2=O)CC1 (stereo not drawn),-10.0,5.6,-0.1,5.9,-5.0,-3.4,0.8,-5.2,-3.0
Cc1nn(C)c(Cl)c1NC(=O)OCc1ccc(Cl)cc1Cl,3.8,-6.1,-0.4,12.5,51.8*,12.1,-10.3,1.1,-0.8
CCOc1ccc(CN(C(=O)c2oc3ccccc3c2C)C2CCS(=O)(=O)C2)cc1 (stereo not drawn),1.5,12.0,-0.7,14.7,-13.0,1.2,0.1,1.7,0.5
O=C(COC(=O)c1cc[n+]([O-])cc1)Nc1ccc([N+](=O)[O-])cc1,0.0,8.5,-0.5,1.8,2.4,6.9,1.6,0.8,0.8
CN(C)CCCn1c(N)c(C#N)c2nc3ccccc3nc21,-16.9,2.7,20.2,4.9,-10.8,2.9,6.5,4.9,-0.6
CN(Cc1ccccc1)C1=CC(=[N+]2CCCC2)CC(C)(C)C1,-0.7,10.4,-0.5,1.7,-4.3,15.8,-8.6,-18.4,-24.7
Cn1c2ccc(F)cc2c2ncn(CCN3CCOCC3)c(=O)c21,1.8,1.6,0.1,0.7,-5.9,5.5,-9.6,-3.4,-1.0
CC(C)n1nnnc1C1c2ccccc2C(=O)N1Cc1ccc(F)cc1 (stereo not drawn),-22.4,-4.7,·,6.2,·,-4.2,-4.6,-2.6,4.2
O=C(C1CCCN(Cc2ccccc2C(F)(F)F)C1)N1CCCCC1 (stereo not drawn),8.1,-2.2,-0.4,9.0,6.0,-5.2,3.8,-7.9,2.1
NS(=O)(=O)c1ccc(NC(=O)COC(=O)c2cc([N+](=O)[O-])ccc2Cl)cc1,7.9,19.5,0.1,1.5,5.7,5.6,-1.8,-0.9,10.6
